# MEX-5 binding: C. elegans MEX-5 TCR-2 RNA binding activity | 300,000 tested, 0.38% active | MEX-5/FITC-TCR2 RNA binding, fluorescence polarization; hits give low values | Q9XUB2 | activity score (negative = inhibition of binding), % at 10 µM | AID 1832;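 active = inhibition past about -25% in most replicates, and total fluorescence under double the plate's negative control median, limit read from the data; inconclusive = replicates evenly split on the limit, or fluorescence at least double controls; inactive = too little inhibition in most replicates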;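 note: 0% = DMSO and -100% = 5 µM competing unlabeled TCR2 RNA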
# Bcl-xL primary: inhibitors of human Bcl-xL; AID 2129; inhibition, % at 10.9 µM; GST-Bcl-xL / FITC-Bim BH3 peptide fluorescence polarization; 320,000 tested, 0.7% active;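 active = inhibition above the mean of all tested compounds plus 3 SD, cutoff set per campaign, cut at about 30% in these data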;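 note: 0% = DMSO wells and 100% = unlabeled Bim-BH3 peptide competitor; inhibitors lower millipolarization by displacing the labeled peptide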
# Target sequence (Q07817 whole entry, looked up): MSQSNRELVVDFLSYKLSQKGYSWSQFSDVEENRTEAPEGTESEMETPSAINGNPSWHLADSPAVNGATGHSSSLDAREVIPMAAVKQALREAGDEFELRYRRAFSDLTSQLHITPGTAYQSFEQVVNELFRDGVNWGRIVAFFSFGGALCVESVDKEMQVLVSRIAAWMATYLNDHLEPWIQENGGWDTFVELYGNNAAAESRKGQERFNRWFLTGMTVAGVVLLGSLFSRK
# GLD-1 TGE inh: GLD-1-TGE RNA interaction inhibition (C. elegans) | inhibition, % at 5.96 µM | 320,000 tested, 0.44% active | purified GLD-1 + fluorescein TGE RNA, fluorescence polarization;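 active = percent inhibition above a per-plate cutoff, the plate mean of test compounds plus 3 SD, cut at about 30% in these data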;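 note: 0% = DMSO wells with GLD-1 and probe and 100% = wells lacking GLD-1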
# MCL1 BIM primary: disrupts human MCL1 binding to BIM-BH3 peptide; Q07820; inhibition, % at 10.9 µM; 320,000 tested, 0.68% active; GST-MCL1 / FITC-Bim-BH3 fluorescence polarization;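 active = inhibition above the mean inhibition of all tested compounds plus 3 SD, set per campaign, cut at about 40% in these data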;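 note: 0% = DMSO wells and 100% = unlabeled Bim-BH3 peptide control; higher means more loss of mP so more displacement of Bim peptide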
# CIT2 TOR yeast: modulators of TOR pathway CIT2-GFP in S. cerevisiae; S. cerevisiae CIT2-GFP strain, flow cytometry, 3 h; 100 means same as DMSO wells; 320,000 tested, 0.065% active; AID 2029; GFP response vs DMSO, % at 10 µM;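 active = GFP response relative to DMSO above a set limit, near the screen mean plus 3 SD, cut at about 150% in these data; inconclusive = Fewer than 70 cells measured for a yeast strain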;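 note: ratio of well median GFP fluorescence to mean of DMSO wells on the plate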
# VLA-4 inh: inhibition in a human VLA-4 binding assay | 330,000 tested, 0.2% active | P13612 | VLA-4 expressing cells, ligand binding flow cytometry | inhibition, % (about 7 µM as worked out from the volumes in the protocol); in the data active = inhibition above about 50%
# Fam108B counter: blocks mouse Fam108B hydrolase in RBBP9 counter-screen; recombinant Fam108B, FP-Rh probe fluorescence polarization; inhibition, % at 9.51 µM; 300,000 tested, 0.33% active; AID 1947;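 active = inhibition above the screen mean inhibition plus 3 SD, computed separately per campaign, cut at about 18% in these data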;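 note: inhibitors lower polarization as less probe binds the enzyme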
# GRK2 aptamer HTS: inhibitors of human GRK2 displacing RNA aptamer. bead flow cytometry, FAM-aptamer displacement from GRK2. inhibition of aptamer binding, % at 10 µM. 330,000 tested, 0.59% active;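 active = inhibition of aptamer binding above 40%, roughly 3 SD of noise, on plates passing a quality check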;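 note: median bead fluorescence of bound FAM aptamer so fluorescent compounds give negative values; no value below 0 was filed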
# Target sequence (P25098 whole entry, looked up): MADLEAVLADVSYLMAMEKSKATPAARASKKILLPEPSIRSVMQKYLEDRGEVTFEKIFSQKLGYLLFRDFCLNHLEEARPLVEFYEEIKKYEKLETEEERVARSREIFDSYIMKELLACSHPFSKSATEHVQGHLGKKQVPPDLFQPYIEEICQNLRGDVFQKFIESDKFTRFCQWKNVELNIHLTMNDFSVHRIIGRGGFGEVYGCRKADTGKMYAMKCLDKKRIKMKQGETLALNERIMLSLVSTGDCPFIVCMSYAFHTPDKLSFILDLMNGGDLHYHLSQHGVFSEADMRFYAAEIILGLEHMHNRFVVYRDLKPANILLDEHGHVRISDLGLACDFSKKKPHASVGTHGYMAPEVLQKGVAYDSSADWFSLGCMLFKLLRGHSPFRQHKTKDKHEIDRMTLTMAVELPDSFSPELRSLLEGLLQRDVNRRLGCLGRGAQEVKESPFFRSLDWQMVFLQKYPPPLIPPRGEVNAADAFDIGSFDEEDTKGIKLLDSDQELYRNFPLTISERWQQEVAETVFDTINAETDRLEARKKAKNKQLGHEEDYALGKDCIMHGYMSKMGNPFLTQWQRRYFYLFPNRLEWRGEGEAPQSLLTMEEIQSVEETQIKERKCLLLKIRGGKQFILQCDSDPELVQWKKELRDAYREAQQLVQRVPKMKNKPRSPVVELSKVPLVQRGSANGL
# AGP1-GFP MLPCN: yeast TOR pathway AGP1-GFP modulation | S. cerevisiae AGP1-GFP multiplex flow cytometry, 3 h; GFP as percent of DMSO wells | GFP response vs DMSO, % at 10 µM | 320,000 tested, 0.02% active;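 active = GFP response relative to DMSO above a set limit, near screen average plus 3 SD, cut at about 150% in these data; inconclusive = fewer than 70 cells counted for the yeast strain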;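 note: median GFP channel fluorescence of the gated AGP1 strain per well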
# An asterisk follows results filed as active; ? = inconclusive; nt = not tested or not shown.
item	Molecule	MEX-5 binding	Bcl-xL primary	GLD-1 TGE inh	MCL1 BIM primary	CIT2 TOR yeast	VLA-4 inh	Fam108B counter	GRK2 aptamer HTS	AGP1-GFP MLPCN
1	O=C(CN1CCN(CC(=O)Nc2ccc(Cl)cc2)CC1)Nc1ccc(F)cc1	0.4	1	8	-1	114	25	2	0	108
2	O=C(NCc1csc(-c2cccs2)n1)C1CC1	nt	-1	6	5	90	7	-3	0	98
3	COc1ccc(CCNS(=O)(=O)c2ccc(Br)cc2)cc1OC	-0.5	3	-2	7	98	0	-3	0	97
4	COc1ccc(Cl)cc1S(=O)(=O)Nc1ccc2c(c1)n(C)c(=O)n2C	3.6	9	4	14	100	0	2	0	103
5	CC(C)CC(COCc1ccc(Cl)cc1)N1CCN(C(=O)c2ccc(Cl)cc2Cl)CCC1=O (centres undefined)	1.1	0	12	-2	65	6	-1	0	77
6	CC1CCN(S(=O)(=O)c2ccc(C(=O)N3CCCC3C(=O)O)cc2)CC1 (centres undefined)	nt	4	3	-2	104	-7	nt	2	107
7	CS(=O)(=O)c1ccc2nc(NC(=O)c3ccc(NS(=O)(=O)c4cccc([N+](=O)[O-])c4)cc3)sc2c1	-0.8	-6	-1	2	102	0	6	1	108
8	CCn1nc(C)c(CN2CCC(n3nccc3NC(=O)Cc3ccccc3)CC2)c1C	0.5	1	-1	3	nt	3	-1	0	104
9	C[C@]12c3[nH]c4ccccc4c3CCN1C(=O)C(CC(=O)NCCCn1ccnc1)C[C@@H]2C(=O)N1CCCCC1 (some centres undefined)	nt	nt	-3	nt	93	-17	nt	0	90
10	CCCCCCCNC(=O)C1(CC2CC(c3ccccc3)=NO2)CCN(C(=O)OC(C)(C)C)CC1 (centres undefined)	nt	2	6	4	91	5	-3	1	91
11	CCOC(=O)c1c(N)sc(-c2ccccc2)c1C	-1.0	8	5	8	96	7	5	1	95
12	COCCn1nnnc1C(c1ccccn1)N1CCN(c2cccc(C)c2C)CC1 (centres undefined)	-0.1	3	6	1	99	7	4	0	91
13	COc1cc(C(=O)Nc2cc(-c3nc4cc(C)ccc4o3)ccc2C)cc(OC)c1OC	-1.0	5	-2	2	101	15	-4	0	96
14	CCOc1ccc2c(C)cc(=O)oc2c1OCC	1.9	5	-5	1	102	7	-3	1	101
15	NC(=O)c1ccc(N2CCC(C(N)=O)CC2)c([N+](=O)[O-])c1	0.2	1	-4	0	104	-1	0	1	109
16	O=S(=O)(Nc1cccc(CCc2ccccn2)c1)c1cc(Cl)ccc1Cl	2.3	-1	2	-3	110	8	2	1	109
17	CC(OC(=O)Cc1ccsc1)C(=O)Nc1ccc(Cl)cn1 (centres undefined)	1.1	3	-1	-1	85	13	0	1	106
18	CCOC(=O)C1(Cc2cccc(OC)c2)CCCN(C(=O)CCN2CCCO2)C1 (centres undefined)	2.3	4	3	2	109	2	0	19	92
19	CSc1nc(Sc2ccccc2)c2ccccc2n1	3.1	1	0	0	100	0	-4	6	93
20	Cc1[nH]c2ccccc2c1/C=C(\C#N)C(=O)NCC1CCCO1 (centres undefined)	-2.4	4	0	3	113	-26	6	0	101

# Overlap with the part before: seven compounds; new compounds follow.
item	Molecule	MEX-5 binding	Bcl-xL primary	GLD-1 TGE inh	MCL1 BIM primary	CIT2 TOR yeast	VLA-4 inh	Fam108B counter	GRK2 aptamer HTS	AGP1-GFP MLPCN
14	CCOc1ccc2c(C)cc(=O)oc2c1OCC	1.9	5	-5	1	102	7	-3	1	101
15	NC(=O)c1ccc(N2CCC(C(N)=O)CC2)c([N+](=O)[O-])c1	0.2	1	-4	0	104	-1	0	1	109
16	O=S(=O)(Nc1cccc(CCc2ccccn2)c1)c1cc(Cl)ccc1Cl	2.3	-1	2	-3	110	8	2	1	109
17	CC(OC(=O)Cc1ccsc1)C(=O)Nc1ccc(Cl)cn1 (centres undefined)	1.1	3	-1	-1	85	13	0	1	106
18	CCOC(=O)C1(Cc2cccc(OC)c2)CCCN(C(=O)CCN2CCCO2)C1 (centres undefined)	2.3	4	3	2	109	2	0	19	92
19	CSc1nc(Sc2ccccc2)c2ccccc2n1	3.1	1	0	0	100	0	-4	6	93
20	Cc1[nH]c2ccccc2c1/C=C(\C#N)C(=O)NCC1CCCO1 (centres undefined)	-2.4	4	0	3	113	-26	6	0	101
21	Cc1cc(Br)c2[nH]c3c(c2c1)CCCC3=O	0.6	4	7	3	109	8	0	0	97
22	CCOc1ccc(OCCSc2nc(C)cc(=O)[nH]2)cc1	1.5	3	-1	3	85	15	1	0	98
23	C/C(N)=C(/C#N)C(=O)CSc1nc2ccccc2[nH]1	-1.5	1	-4	22	91	32	2	0	92
24	CCOc1ccccc1N(CC(=O)Nc1ccc2c(c1)OCCO2)S(C)(=O)=O	0.2	2	4	0	98	-6	2	1	104
25	CCCCn1c(SCC(=O)N2CC(C)CC(C)C2)nc2cc(S(N)(=O)=O)ccc21 (centres undefined)	-1.3	0	10	-11	112	-2	-1	0	105
26	COc1ccc(CNCCC(c2ccc(F)cc2)c2ccc(OC)cc2)cc1 (centres undefined)	-1.4	0	-3	5	101	12	1	0	97
27	CCC(NC(=O)CNC(=O)CNC(=O)c1ccc(Cl)cc1Cl)c1ccc(C)cc1 (centres undefined)	0.2	1	1	-1	103	-8	-1	0	103
28	Nc1ccccc1-c1nc2ccccc2c(=O)o1	0.4	1	6	2	90	-2	4	0	94
29	Cc1ccnc(NC(=O)c2cccc(S(=O)(=O)N3CCN(c4ccccc4)CC3)c2)c1	2.8	-2	5	-3	105	-3	1	0	110
30	COc1cc(C(=O)N2CCN(C(=O)c3ccccc3)CC2)cc(OC)c1OC	-2.2	10	6	10	96	-1	0	3	99
31	COc1ccc(OC)c(CCNC(=O)C(C)n2nc(C)c3c(C)n(-c4ccccc4)nc3c2=O)c1 (centres undefined)	-4.9	0	7	12	112	-2	0	3	107
32	CCOC(=O)N1CCN(C(=O)C2CCN(S(=O)(=O)CC)CC2)CC1	3.5	2	0	3	102	11	-1	0	100
33	Cc1ccc(-c2nc(SC(C)C(=O)N3CCOCC3)n[nH]2)cc1 (centres undefined)	1.0	-1	-3	-16	98	-12	-3	0	97
34	COc1cccc(NC(=O)COC(=O)Cc2ccc(Br)cc2)c1	0.8	8	4	3	103	5	0	2	102
35	COc1ccc2c(c1)C(=O)CC(c1ccc3c(c1)OCCO3)O2 (centres undefined)	2.2	-2	4	0	86	9	-1	7	90
36	CC(CCc1ccccc1)NC(=O)Cc1cccs1 (centres undefined)	2.4	3	-4	4	96	3	-6	0	100
37	COc1ccc(NC(=O)N2CCCC2C(=O)NCc2ccccc2Cl)cc1 (centres undefined)	3.9	3	-4	-2	104	5	1	1	101
38	CCOC(=O)c1cc2sccc2n1CC(=O)Nc1ccc(OC)cc1	-0.1	10	-1	7	98	19	0	2	99
39	CCN(c1ccccc1)S(=O)(=O)c1ccc(OC)c(NC(=O)CN2C(=O)NC(C)(C)C2=O)c1	nt	-1	6	1	92	3	nt	7	104
40	C/C(=N\NC(=O)c1cc(C)nc2ccccc12)c1cccs1	0.7	3	-1	-5	92	5	0	2	103

# Copied from above: entries 36–40
item	Molecule	MEX-5 binding	Bcl-xL primary	GLD-1 TGE inh	MCL1 BIM primary	CIT2 TOR yeast	VLA-4 inh	Fam108B counter	GRK2 aptamer HTS	AGP1-GFP MLPCN
36	CC(CCc1ccccc1)NC(=O)Cc1cccs1 (centres undefined)	2.4	3	-4	4	96	3	-6	0	100
37	COc1ccc(NC(=O)N2CCCC2C(=O)NCc2ccccc2Cl)cc1 (centres undefined)	3.9	3	-4	-2	104	5	1	1	101
38	CCOC(=O)c1cc2sccc2n1CC(=O)Nc1ccc(OC)cc1	-0.1	10	-1	7	98	19	0	2	99
39	CCN(c1ccccc1)S(=O)(=O)c1ccc(OC)c(NC(=O)CN2C(=O)NC(C)(C)C2=O)c1	nt	-1	6	1	92	3	nt	7	104
40	C/C(=N\NC(=O)c1cc(C)nc2ccccc12)c1cccs1	0.7	3	-1	-5	92	5	0	2	103

# Additional results
item	Molecule	MEX-5 binding	Bcl-xL primary	GLD-1 TGE inh	MCL1 BIM primary	CIT2 TOR yeast	VLA-4 inh	Fam108B counter	GRK2 aptamer HTS	AGP1-GFP MLPCN
41	c1cncc(-c2nnc3sc(C4CCCCC4)nn23)c1	0.1	0	-1	0	93	-2	3	0	87
42	CN(C)CCOc1ccc(C(C)(C)c2ccccc2)cc1	-1.5	2	4	-1	105	0	0	5	103
43	CC(C)(C)n1nnnc1C(c1ccc(C(F)(F)F)cc1)N(Cc1ccccc1)Cc1ccco1 (centres undefined)	3.1	5	7	3	103	3	4	0	98
44	Cc1ccc(Nc2nc(N)nc(CN3CCN(C(=O)c4ccco4)CC3)n2)cc1Cl	0.1	8	-8	10	105	-8	-2	0	95
45	N/C(=N\OC(=O)c1ccccc1Cl)c1ccc(Cl)cc1	0.6	3	6	0	169*	17	4	0	79
46	C=CCc1cc(/C=C2/NC(=O)N(CC(=O)OC)C2=O)cc(OC)c1O	2.3	-5	-14	0	91	-5	-4	0	88
47	CCOc1ccc(N2C(=O)C(Cl)=C(N3CCOCC3)C2=O)cc1	0.5	3	-2	-7	98	3	-1	0	94
48	Cn1c(C(=O)O)cc2cc(Oc3ccccc3)ccc21	-2.4	-3	-6	-2	87	-4	3	1	84
49	O=C(Nc1ccccc1C(=O)NC1CC1)c1ccccc1F	nt	nt	2	nt	98	2	nt	2	95
50	O=C(NC(=S)Nc1nc(-c2cccc([N+](=O)[O-])c2)cs1)c1cc(Cl)ccc1Cl	-4.1	3	1	10	94	-14	-15	0	102
51	O=C(CCN1C(=O)/C(=C\C=C\c2ccccc2)SC1=S)Nc1ccc(C(=O)O)cc1	?	0	-10	13	92	-8	-11	6	96
52	CCOC(=O)C(NC(=O)c1ccccc1)(N1CCOCC1)C(F)(F)F (centres undefined)	-3.0	3	-2	-4	91	1	-2	0	97
53	O=C(O)CC(C(=O)OC1CCCCC1)N1CCOCC1 (centres undefined)	2.8	4	-4	12	101	6	-2	6	97
54	CC(=O)c1cccc(NC(=O)Cn2cnc(S(=O)(=O)N3CCCC3)c2)c1	0.1	4	4	2	105	1	-3	0	105
55	CCOC(=O)COc1ccsc1C(=O)OC	0.4	2	0	3	114	-13	1	2	105
56	COC(=O)c1cc2c(cc1N)OCCO2	0.9	5	-3	-5	98	11	-1	1	94
57	COc1cccc(C(=O)C2CCCN(C(=O)c3ccccn3)C2)c1 (centres undefined)	0.2	0	-9	0	101	-1	1	1	102
58	CCOc1ccc(C(=O)/C=C/c2ccc(OC)c(OC)c2)cc1	-0.3	8	-2	2	95	2	-4	2	89
59	COc1ccccc1N1CCN(C(=O)c2cc3c(s2)CCCCC3)CC1	0.0	4	6	9	101	-1	2	0	105
60	N#Cc1c(Sc2ncc(C(F)(F)F)cc2Cl)nsc1C/C=N\OCc1ccccc1Br	2.4	-8	-11	-18	105	-27	9	0	110
61	Nc1ncnc(N2CCc3ccccc32)c1[N+](=O)[O-]	2.4	2	5	-1	90	10	6	0	99
62	CC(SC1=NCCS1)C(=O)Nc1nnc(-c2ccc(Br)cc2)s1 (centres undefined)	0.5	3	2	-3	99	-7	-4	0	93

# Assay outcomes from PubChem BioAssay.
